Assay outcomes from PubChem BioAssay.
TAAR1 antag: human TAAR1 antagonism; Q96RJ0; CHO RD-HGA16 TAAR1, Fluo-8 calcium fluorescence, antagonist; 360,000 tested, 1.5% active; inhibition, % at 3 µM;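 active = inhibition above a per-plate cutoff, the mean inhibition of test compounds on that plate plus 3 SD, cut at about 49% in these data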;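 note: 0% = DMSO plus EC80 beta-PEA response and 100% = DMSO alone without agonist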
Target sequence (Q96RJ0 whole entry, looked up): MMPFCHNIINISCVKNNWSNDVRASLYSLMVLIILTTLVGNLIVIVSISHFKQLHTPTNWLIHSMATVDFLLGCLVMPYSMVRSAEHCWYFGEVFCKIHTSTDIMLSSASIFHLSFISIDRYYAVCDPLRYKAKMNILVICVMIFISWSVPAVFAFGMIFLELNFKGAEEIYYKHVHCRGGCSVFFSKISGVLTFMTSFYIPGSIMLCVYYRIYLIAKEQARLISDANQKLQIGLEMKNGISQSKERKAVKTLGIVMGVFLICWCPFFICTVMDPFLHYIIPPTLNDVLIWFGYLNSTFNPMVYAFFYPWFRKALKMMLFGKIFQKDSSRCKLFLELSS
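test system = CHO RD-HGA16 cells bearing hTAAR1 | replication = singlicate | controls = DMSO-only wells and EC80 β-PEA-stimulated wells | reagent = EC80 β-phenethylamine stimulus | read-out basis = percent inhibition of PEA-evoked calcium signal, max/basal emission ratio | schedule = seeding 17-24 h prior, 75-min 37 °C, 30-min RT dye loading | signal = kinetic Fluo-8 calcium fluorescence measurement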
CRFBP-R2 block: antagonists of CRF-binding protein/CRF-R2 receptor complex; HEK293 CRF-R2/CRF-BP, CRF-induced calcium fluorescence; 350,000 tested, 0.59% active; inhibition, % at 11.8 µM;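 active = inhibition of the ligand-induced calcium signal above about 50% at the single tested concentration, limit read from the data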
TAAR1 ag: human TAAR1 agonism; 360,000 tested, 0.99% active; Q96RJ0; CHO RD-HGA16 TAAR1, Fluo-8 calcium fluorescence; vehicle wells 0%, saturating PEA agonist 100%; activation, % at 3 µM;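 active = activation above the mean activation of all test compounds in the run plus 3 SD, cut at about 38% in these data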
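Test system: RD-HGA16 (CHO) cells co-expressing Gα16 and hTAAR1; dosing: one-point dosing at 3 µM (nominal); timing: 17-24 h seeding, 75 min 37 °C dye, 30 min RT; signal: kinetic Fluo-8 calcium fluorescence; read-out basis: % activation relative to PEA EC100 response; controls: DMSO and PEA EC100; replicates: n 1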
M5 PAM: CHRM5 positive allosteric modulation. 360,000 tested, 0.3% active. CHO-K1 hM5, Fluo-8 calcium, ACh EC20 PAM; 0% = ACh EC20, 100% = ACh EC100. AID 624038. P08912. activation, % at 3 µM;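 active = activation above the run cutoff, the mean activation of all test compounds plus 3 SD, cut at about 18% in these data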
Target sequence (P08912 whole entry, looked up): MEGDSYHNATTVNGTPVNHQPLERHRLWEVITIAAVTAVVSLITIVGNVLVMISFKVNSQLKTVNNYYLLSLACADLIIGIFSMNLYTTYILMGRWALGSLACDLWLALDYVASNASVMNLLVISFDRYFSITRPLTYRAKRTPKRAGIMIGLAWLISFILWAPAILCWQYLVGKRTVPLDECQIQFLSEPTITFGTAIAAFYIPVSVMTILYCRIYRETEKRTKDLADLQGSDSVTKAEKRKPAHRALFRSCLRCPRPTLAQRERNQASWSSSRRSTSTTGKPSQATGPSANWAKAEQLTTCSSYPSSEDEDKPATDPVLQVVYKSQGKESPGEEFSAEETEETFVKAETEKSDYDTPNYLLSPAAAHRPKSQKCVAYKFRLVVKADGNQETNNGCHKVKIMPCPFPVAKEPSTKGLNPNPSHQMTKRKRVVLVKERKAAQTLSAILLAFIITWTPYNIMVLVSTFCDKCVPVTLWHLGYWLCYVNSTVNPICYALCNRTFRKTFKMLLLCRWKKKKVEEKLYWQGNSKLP
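system = human M5 receptor in CHO-K1 cells | reagent = EC20 acetylcholine as agonist stimulus | compound dosing = single-point, 3 µM nominal | incubation = Fluo-8 loading 80 min at 37 °C plus 30 min room temperature | detection = Fluo-8 calcium dye fluorescence, kinetic read | benchmarks = low control EC20 acetylcholine (0%), high control EC100 acetylcholine (100%)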
CRFR2-BP ag: agonists of human CRF-binding protein/CRF-R2 receptor complex; HEK293 CRF-R2/CRF-BP, calcium dye fluorescence (FLIPR); percent of saturating CRF peptide response; activation, % at 13.2 µM; 350,000 tested, 0.46% active;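 active = activation of at least 50%, plus an integration ratio under a set limit after plate pattern correction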;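 note: plate controls were neutral control wells without compound for no effect and CRF at EC100 for full effect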
CHRM4 PAM: potentiates acetylcholine response at human M4 receptor; P08173; CHO-K1 hM4/Gqi5, Fluo-8 calcium fluorescence, ACh EC20; 0% = ACh EC20, 100% = maximal ACh; activation, % at 3 µM; 360,000 tested, 0.4% active; AID 624126;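 active = activation above its plate's cutoff, the mean activation of sample wells plus 3 SD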; note: some results filed as inactive read as strong as hits
M5 antag: blocks acetylcholine activation of human M5 receptor | P08912 | CHO-hM5 cells, Fluo-8 calcium fluorescence, ACh EC80 | inhibition, % at 3 µM | 360,000 tested, 0.59% active;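 active = inhibition above a per-plate cutoff, the mean of that plate's test compounds plus 3 SD, cut at about 27% in these data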;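 note: 0% = acetylcholine EC80 with DMSO and 100% = DMSO without agonist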
M1 PAM parental: M1 PAM counterscreen hit in parental CHO-K1 cells; ATP EC20, Fluo-8 calcium fluorescence; 0% at ATP EC20, 100% at ATP max; activation, % at 3 µM; AID 602247; 360,000 tested, 0.02% active;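 active = activation above the run cutoff, the mean activation of all test compounds plus 3 SD, cut at about 40% in these data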;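 note: peak over basal fluorescence ratio in a 140 s read after ATP addition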
M5 ag: agonists of human muscarinic M5 receptor (CHRM5). 360,000 tested, 0.19% active. P08912. activation, % at 3 µM. CHO-K1 hM5 cells, Fluo-8 calcium fluorescence; 0% DMSO wells, 100% maximal acetylcholine response;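 active = activation above the run's mean over test compounds plus 3 SD, cut at about 23% in these data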;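 note: signal is peak over basal fluorescence ratio across the kinetic read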
* hit, by the source's call; x = no result given; & = joins results of further samples. An unsorted share of the library, and some 4.2% of all compounds hit somewhere here.

Start of the listing, in advance (10 entries):
SMILES | TAAR1 antag | CRFBP-R2 block | TAAR1 ag | M5 PAM | CRFR2-BP ag | CHRM4 PAM | M5 antag | M1 PAM parental | M5 ag
CC1(C(=O)NS(=O)(=O)c2ccc(F)cc2F)CCN1C(=O)Cc1ccc(Cl)cc1Cl (stereo not drawn) | -3 | x | 2 | -6 | x | 1 | 11 | -9 | 1
CC(=O)c1ccc(NC(=O)C(C)N(C)CC(=O)Nc2ccc(Cl)cc2)cc1 (stereo not drawn) | -6 | -4 | 5 | -6 | -0.2 | -10 | 11 | -6 | 0
CC1=CCC2C(=O)N(c3cccc(C(=O)Nc4ccc(Cl)cc4)c3)C(=O)C2C1 (stereo not drawn) | 47 | -6 | 6 | -12 | 0.3 | -14 | 21 | 5 | 1
CC(CO)Nc1nc(SCc2ccccc2)nc2sc3c(c12)CCC3 (stereo not drawn) | 4 | 19 | 2 | 11 | -0.3 | 21 | -8 | 23 | 2
CSc1cccc(NC(=O)COC(=O)C2CCN(S(=O)(=O)c3ccccc3)CC2)c1 | 16 | -8 | 25 | -20 | -1.1 | -6 | 16 | -6 | -2
CCCS(=O)(=O)N1CCCC(C(=O)N2CCN(c3ccccc3)CC2)C1 (stereo not drawn) | 8 | -20 | 5 | 1 | -2.2 | 1 | -6 | 7 | 1
COc1ccc(-c2ccnc(SCC(=O)N3CCN(c4ccccc4)CC3)n2)cc1 | -35 | 61* | 0 | 0 | -6.1 | 1 | 4 | 15 | 0
Cc1cccc(N2CCN(C(=O)c3cc4c(=O)n(C)c5ccccc5c4n3C)CC2)c1C | 12 | 1 | 8 | 6 | -2.1 | 3 | 0 | 2 | -1
COc1ccc(C(=O)N2CCC(NC(=O)C(Cc3ccccc3OC)NC(C)=O)CC2)cc1 (stereo not drawn) | -6 | -6 | 0 | 2 | -0.2 | -1 | 10 | 7 | 0
O=C(Nc1ccccc1Cl)Nn1cnnc1 | 1 | -2 | 2 | 2 | -0.6 | 6 | -4 | -11 | -6

Main list, repeating the preview:
SMILES | TAAR1 antag | CRFBP-R2 block | TAAR1 ag | M5 PAM | CRFR2-BP ag | CHRM4 PAM | M5 antag | M1 PAM parental | M5 ag
CC1(C(=O)NS(=O)(=O)c2ccc(F)cc2F)CCN1C(=O)Cc1ccc(Cl)cc1Cl (stereo not drawn) | -3 | x | 2 | -6 | x | 1 | 11 | -9 | 1
CC(=O)c1ccc(NC(=O)C(C)N(C)CC(=O)Nc2ccc(Cl)cc2)cc1 (stereo not drawn) | -6 | -4 | 5 | -6 | -0.2 | -10 | 11 | -6 | 0
CC1=CCC2C(=O)N(c3cccc(C(=O)Nc4ccc(Cl)cc4)c3)C(=O)C2C1 (stereo not drawn) | 47 | -6 | 6 | -12 | 0.3 | -14 | 21 | 5 | 1
CC(CO)Nc1nc(SCc2ccccc2)nc2sc3c(c12)CCC3 (stereo not drawn) | 4 | 19 | 2 | 11 | -0.3 | 21 | -8 | 23 | 2
CSc1cccc(NC(=O)COC(=O)C2CCN(S(=O)(=O)c3ccccc3)CC2)c1 | 16 | -8 | 25 | -20 | -1.1 | -6 | 16 | -6 | -2
CCCS(=O)(=O)N1CCCC(C(=O)N2CCN(c3ccccc3)CC2)C1 (stereo not drawn) | 8 | -20 | 5 | 1 | -2.2 | 1 | -6 | 7 | 1
COc1ccc(-c2ccnc(SCC(=O)N3CCN(c4ccccc4)CC3)n2)cc1 | -35 | 61* | 0 | 0 | -6.1 | 1 | 4 | 15 | 0
Cc1cccc(N2CCN(C(=O)c3cc4c(=O)n(C)c5ccccc5c4n3C)CC2)c1C | 12 | 1 | 8 | 6 | -2.1 | 3 | 0 | 2 | -1
COc1ccc(C(=O)N2CCC(NC(=O)C(Cc3ccccc3OC)NC(C)=O)CC2)cc1 (stereo not drawn) | -6 | -6 | 0 | 2 | -0.2 | -1 | 10 | 7 | 0
O=C(Nc1ccccc1Cl)Nn1cnnc1 | 1 | -2 | 2 | 2 | -0.6 | 6 | -4 | -11 | -6
N#Cc1cc2c(=O)n3ccccc3nc2n(-c2ccc(Cl)cc2)c1=O | 0 | 31 | 5 | 0 | 0.8 | -4 | 5 | 12 | 1
O=C1CC(c2ccccc2)NN1 (stereo not drawn) | 7 | 4 | 18 | -16 | 0.9 | 5 | 14 | -15 | 1
CCC1Sc2ccc(S(=O)(=O)CCC(=O)NCc3ccco3)cc2NC1=O (stereo not drawn) | -2 | -7 | 1 | 0 | 0.1 | -2 | 6 | 10 | -1
COc1ccc(Cc2nc3ccc(C(=O)NCc4cc(C)no4)cc3o2)cc1OC | 2 | 5 | 3 | -2 | -1.6 | 2 | 8 | -5 | -4
CN(C)S(=O)(=O)c1cccc(NC(=O)c2ccc(COc3ccccc3)cc2)c1 | 77* | 1 | 15 | -22 | 3.6 | -18 | 27* | -11 | 8
CSC1=C(C#N)C(c2ccc(C(C)C)cc2)CC(=O)N1 (stereo not drawn) | 8 | 21 | 1 | -7 | -3.1 | -5 | -3 | 18 | 0
CC1(C(=O)NS(=O)(=O)c2cccc(Cl)c2)CCN1C(=O)CC1CCCCC1 (stereo not drawn) | -21 | x | 2 | -4 | x | 4 | 5 | -2 | 1
Cc1ccc(CSCC(=O)Nc2cc(S(=O)(=O)N3CCOCC3)ccc2OCC(F)(F)F)cc1 | 81* | 9 | 0 | -17 | 3.8 | 6 | 16 | 2 | -9
O=C(c1ccc(Cl)c(NC2=NC3CS(=O)(=O)CC3S2)c1)N1CCN(c2ccccc2)CC1 (stereo not drawn) | -5 | 2 | 2 | 15 | 1.3 | 10 | -11 | 13 | -2
CSc1cccc(NC(=O)Cc2ccccc2[N+](=O)[O-])c1 | 5 | -1 | -1 | -3 | -1.3 | 6 | -5 | 15 | -2
COCCNC(=O)c1ccccc1N(Cc1ccccc1)S(=O)(=O)c1ccccc1 | 17 | 2 | 7 | 7 | -0.2 | -3 | -5 | 25 | -5
CC(=O)Nc1cc(C(=O)NCc2ccco2)ccc1Sc1ccc(Cl)cc1 | 4 | -12 | 1 | -2 | -0.6 | 6 | 1 | 30 | -2
Cc1ccc(S(=O)(=O)N2[C@@H](c3ccc(Cl)cc3)C(C(=O)OC(C)(C)C)=CC[C@H]2c2ccc(Cl)c(Cl)c2)cc1 | -8 | x | 1 | -4 | x | 15 | 3 | 12 | 1
CCNC(=S)N/N=C/c1cc(C)n(-c2ccc(Cl)cc2)c1C | 101* | -35 | 11 | 7 | -1.1 | -3 | 5 | -7 | -5
COc1ccc(C2NC(=S)NC(C)=C2C(=O)N2CCOCC2)cc1 (stereo not drawn) | -8 | 1 | 8 | -6 | 1.2 | -6 | 11 | 16 | 0
(more compounds)
SMILES | TAAR1 antag | CRFBP-R2 block | TAAR1 ag | M5 PAM | CRFR2-BP ag | CHRM4 PAM | M5 antag | M1 PAM parental | M5 ag
COC(=O)c1cccc(NC(=O)Cc2ccsc2)c1 | -16 | 4 | 6 | -6 | -1.9 | -3 | 12 | 10 | -3
Cc1ccc(C2/C(=C(/O)c3ccc(OC(C)C)cc3)C(=O)C(=O)N2CCN2CCOCC2)cc1 (stereo not drawn) | 14 | -9 | 2 | 5 | 0.6 | 16 | -5 | 17 | 1
CCN1CCN(Cc2ccc(NC(=O)c3cc(NC(=O)c4cncc(-c5cccs5)c4)cc(OC)c3)cc2C(F)(F)F)CC1 | 27 | -12&-10 | 3 | -6 | 0.2&1.2 | -4 | 19 | -5 | -2
Cn1cnnc1SCC(=O)Nc1ccccc1Oc1ccccc1 | -23 | 1 | 0 | 6 | 3.4 | 4 | 4 | 16 | 2
O=C(NCCCn1ccnc1)c1ccc(-c2cccc(Cl)c2Cl)o1 | 12 | -1 | 63* | -1 | -0.5 | 4 | 4 | 12 | 4
COc1ccccc1NC(=O)COC(=O)CCC(=O)c1cccs1 | -20 | -13 | 1 | -1 | 1.0 | 1 | 2 | 3 | -1
Cc1cccc(OCc2n[nH]c(=S)o2)c1C | 2 | -14 | 8 | -1 | -1.9 | -8 | 0 | 19 | 1
CC1CCC/C(=C\Nc2ccc(C(=O)O)c(O)c2)C1=O (stereo not drawn) | -7 | 13 | 5 | 10 | 3.5 | 1 | 0 | -6 | 4
c1cc(-c2nn[nH]n2)ccc1CN1CCCCC1 | 5 | 6 | 9 | 3 | 2.7 | 5 | -7 | 3 | 0
Cc1ccc(S(=O)(=O)N(C)C)cc1NC(=O)CSc1nncs1 | -16 | 11 | 3 | -1 | 0.1 | 10 | 4 | -15 | 4
O=C(CCc1ccccc1)N1CCN(c2ccccc2F)CC1 | -8 | 3 | 0 | 0 | -1.4 | 3 | 13 | 9 | -2
Cc1ccc2nc(SC(C)C(=O)NCc3ccc4c(c3)OCO4)[nH]c2c1 (stereo not drawn) | 11 | 18 | 1 | -3 | -1.2 | -4 | 2 | 17 | -4
CN1CCc2c(sc(NC(=O)c3ccc(S(=O)(=O)N4CCOCC4)cc3)c2C(N)=O)C1 | x | -6 | x | -1 | 11 | -1 | 1 | -10 | 1
COc1cccc(CN(C)C(=O)C2CSC3(C)CCC(=O)N23)c1OC (stereo not drawn) | -6 | -6 | 2 | 5 | 1.6 | -1 | 7 | 10 | 1
CCCc1cc(C(=O)Nc2cc(OC)ccc2OC)cs1 | -19 | 0 | -2 | -7 | -1.3 | -4 | 8 | -29 | -3
COc1ccc(NC(=S)NCCC(c2ccccc2)c2ccccc2)c(OC)c1 | 21 | 5 | 7 | -11 | 0.3 | -11 | 4 | 16 | -10
CCOC(=O)c1ccc(NC(=O)Oc2cc(C)c(Cl)cc2C(C)C)cc1 | -18 | -4 | -1 | -18 | 1.4 | -15 | 26 | -8 | 0
Cc1cccc2cc(COC(=O)c3ccco3)c(=O)[nH]c12 | 0 | -3 | 18 | -4 | 0.6 | 0 | 4 | 15 | 1
O=C(Nc1ccccc1F)c1cccc(C(=O)Nc2ccccc2F)c1 | -5 | -12 | -1 | -7 | 0.2 | -4 | 11 | 7 | -3
COCCNC(=O)/C(C#N)=C/c1cc(C)n(-c2ccc(C)cc2)c1C | 24 | 0 | -1 | 10 | -1.8 | -6 | -11 | 14 | -8
O=C(C(c1ccccc1)c1ccccc1)N1CCCc2ccccc21 | -26 | 7 | -2 | -3 | 1.9 | 3 | -2 | 11 | -9
CCc1nc(N2CCOCC2)c(C#N)c2c1COC(C)(C)C2 | 4 | -8 | 9 | -5 | 1.2 | 14 | -1 | -5 | -2
C=CCn1cc(-c2ccccc2)cc(C#N)c1=O | -12 | 4 | -4 | 3 | -0.8 | -4 | -5 | 3 | 4
CCCN1CCN(C(=S)Nc2ccc([N+](=O)[O-])cc2)CC1 | 8 | 2 | 8 | -2 | 2.5 | 7 | -2 | 12 | -1
